PAFAH1B2 FP inh: inhibitors of human PAFAH1B2; actives 1.2% (n = 340,000); recombinant PAFAH1B2, FP-rhodamine activity probe, fluorescence polarization; inhibition, % at 3.39 µM; P68402;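 active = inhibition above the mean of all tested compounds plus 3 SD, cut at about 24% in these data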;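 note: 0% = enzyme with DMSO and 100% = wells lacking PAFAH1B2; many of its hits are not listed in these tables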
Fam108B inh: blocks mouse Fam108B hydrolase in RBBP9 counter-screen. actives 0.33% (n = 300,000). recombinant Fam108B, FP-Rh probe fluorescence polarization. AID 1947. inhibition, % at 9.51 µM;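 active = inhibition above the screen mean inhibition plus 3 SD, computed separately per campaign, cut at about 18% in these data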;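 note: inhibitors lower polarization as less probe binds the enzyme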
PME-1 primary: blocks human protein phosphatase methylesterase 1. Q9Y570. recombinant PME-1, FP-Rh probe fluorescence polarization. inhibition, % at 5.9 µM. actives 0.53% (n = 320,000);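 active = inhibition above the campaign mean of all compounds plus 3 SD, cut at about 26% in these data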;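 note: competitive labeling of PME-1 active site by serine hydrolase directed probe; 0% = PME-1 with DMSO and 100% = wells lacking PME-1 enzyme; inhibitors block probe labeling so polarization falls and inhibition rises; many of its hits are not listed in these tables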
Target sequence (Q9Y570 whole entry, looked up): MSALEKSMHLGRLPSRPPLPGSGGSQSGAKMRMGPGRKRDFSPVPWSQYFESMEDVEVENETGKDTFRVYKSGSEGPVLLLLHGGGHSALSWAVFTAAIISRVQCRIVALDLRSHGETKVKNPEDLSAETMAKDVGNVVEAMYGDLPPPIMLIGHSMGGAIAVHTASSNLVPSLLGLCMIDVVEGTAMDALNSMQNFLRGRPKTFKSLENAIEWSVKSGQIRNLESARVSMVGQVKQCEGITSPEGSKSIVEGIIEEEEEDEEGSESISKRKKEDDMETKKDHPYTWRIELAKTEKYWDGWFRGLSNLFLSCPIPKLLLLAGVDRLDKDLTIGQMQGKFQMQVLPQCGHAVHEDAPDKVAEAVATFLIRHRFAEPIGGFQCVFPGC
PAFAH1B3 inh: blocks human PAF acetylhydrolase 1B catalytic subunit 3 | recombinant PAFAH1B3, FP-rhodamine probe, fluorescence polarization | inhibition, % at 3.39 µM | actives 0.28% (n = 340,000) | AID 492972;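 active = inhibition above the screen-wide average of all tested compounds plus 3 SD, cut at about 25% in these data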;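 note: 0% = enzyme with DMSO only and 100% = wells lacking PAFAH1B3 protein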
PAD4 FP inh: blocks human protein arginine deiminase 4 | Q9UM07 | recombinant PAD4, RCA probe fluorescence polarization | inhibition, % at 6.36 µM | actives 0.41% (n = 330,000);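 active = percent inhibition above a cutoff equal to the mean of all tested compounds plus 3 SD, cut at about 15% in these data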;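 note: 0% = PAD4 with RCA probe and DMSO and 100% = probe without PAD4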
Target sequence (Q9UM07 whole entry, looked up): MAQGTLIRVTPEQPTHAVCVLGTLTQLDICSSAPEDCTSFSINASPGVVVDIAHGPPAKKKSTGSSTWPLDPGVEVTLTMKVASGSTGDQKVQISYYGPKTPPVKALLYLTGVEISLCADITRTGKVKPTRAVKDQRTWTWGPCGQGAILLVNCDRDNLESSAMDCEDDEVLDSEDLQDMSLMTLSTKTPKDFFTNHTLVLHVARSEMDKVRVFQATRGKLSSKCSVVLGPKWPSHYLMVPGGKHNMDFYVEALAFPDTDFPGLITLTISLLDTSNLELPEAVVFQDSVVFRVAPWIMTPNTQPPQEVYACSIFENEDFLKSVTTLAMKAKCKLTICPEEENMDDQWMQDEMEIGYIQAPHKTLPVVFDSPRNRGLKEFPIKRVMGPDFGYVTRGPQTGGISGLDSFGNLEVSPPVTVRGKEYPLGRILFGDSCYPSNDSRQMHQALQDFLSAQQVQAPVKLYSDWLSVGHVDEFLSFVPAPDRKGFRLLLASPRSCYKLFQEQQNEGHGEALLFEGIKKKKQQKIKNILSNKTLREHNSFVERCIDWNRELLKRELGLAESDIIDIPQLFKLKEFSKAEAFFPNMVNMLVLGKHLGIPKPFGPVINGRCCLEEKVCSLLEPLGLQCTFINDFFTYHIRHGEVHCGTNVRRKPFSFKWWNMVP
GSTO1 inh: blocks human GSTO1 in RBBP9 counter-screen; AID 1974; actives 1.1% (n = 300,000); P78417; recombinant GSTO1, activity-based probe fluorescence polarization; inhibition, % at 5.96 µM;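 active = inhibition above the campaign mean inhibition plus 3 SD, cut at about 35% in these data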;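 note: 0% = GSTO1-1 with DMSO and 100% = wells lacking GSTO1-1 enzyme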
pPAFAH FP inh: pPAFAH (human) enzyme inhibition | recombinant pPAFAH, FP-rhodamine probe fluorescence polarization | actives 1.5% (n = 330,000) | Q13093 | AID 463082 | inhibition, % at 3.39 µM;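 active = inhibition above the mean inhibition across the screen plus 3 SD, cut at about 25% in these data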;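 note: inhibitors block binding of the rhodamine activity-based probe so polarization drops; 0% = enzyme with DMSO and 100% = wells lacking pPAFAH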
PAFAH2 inh: inhibitors of human PAFAH2. recombinant PAFAH2, FP-rhodamine activity probe, fluorescence polarization. inhibition, % at 3.39 µM. actives 0.99% (n = 340,000);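 active = inhibition above the mean over all tested compounds plus 3 SD, cut at about 30% in these data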;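 note: inhibitors block probe labeling of enzyme so polarization drops; 0% = enzyme with DMSO and 100% = wells lacking PAFAH2 protein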
LYPLA1 inh: blocks human lysophospholipase 1, a PME1 counter-screen; actives 0.16% (n = 320,000); inhibition, % at 5.9 µM; recombinant LYPLA1, FP-Rh probe fluorescence polarization; AID 2174; O75608;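 active = inhibition above the mean of all tested compounds plus 3 SD, set per campaign, cut at about 14% in these data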;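 note: inhibitors block serine hydrolase probe labeling of LYPLA1 so polarization falls; 0% = enzyme with DMSO and 100% = wells lacking LYPLA1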
* hit, by the source's call; / = not tested or not shown. An excerpt (hit frequency here may not be typical).

SMILES	PAFAH1B2 FP inh	Fam108B inh	PME-1 primary	PAFAH1B3 inh	PAD4 FP inh	GSTO1 inh	pPAFAH FP inh	PAFAH2 inh	LYPLA1 inh
O=c1c(CN2CCN(c3ccccn3)CC2)coc2ccccc12	-5	-3	5	-3	-4	3	-2	-3	4
COc1cc2cc(C(=O)N3CCC(Cc4ccccc4)CC3)[nH]c2cc1OC	4	-2	-6	4	-2	3	24	0	1
CC12CC(NC(=O)N1c1cccc(C(=O)N3CCN(c4ccccc4F)CC3)c1)c1ccccc1O2 (stereo not drawn)	-2	2	4	1	4	2	5	-1	-4
CN(CC(=O)Nc1ccc(Cl)cc1)S(=O)(=O)c1ccc2c(c1)n(C)c(=O)c(=O)n2C	1	-2	5	1	4	10	9	-8	4
CCO[C@H]1OC(C(=O)O)=C[C@@H](c2cn(C(C)=O)c3ccccc23)[C@@H]1CCCO	4	-2	3	6	5	5	3	3	1
O=C(NCc1cccs1)C1CC(c2ccc(F)cc2)=NO1 (stereo not drawn)	-2	-3	-7	0	-3	0	5	5	-1
COc1ccc(CNC(=O)CN2C(=O)C3CCCN3c3ncc(Cl)cc32)cc1 (stereo not drawn)	2	-14	-21	-9	-5	-6	-2	-15	-5
COc1cc(CNc2ccc3c(c2)OCCO3)ccc1OCC(N)=O	8	2	1	4	-3	-1	-4	1	-1
O=C(c1nc2ccccn2c1CNCCCn1cccn1)N1CCCC1	-5	-2	4	1	1	-5	-4	2	-2
Cc1cc(C)nc(SCc2nnc(SCC#N)n2-c2cccc(Cl)c2)n1	2	-3	4	8	0	2	2	0	2
O=c1c2c3c(sc2ncn1/N=C/c1cccnc1)CCCC3	-2	-1	0	11	0	3	3	-5	-5
Cc1cc2ncn(S(=O)(=O)N3CCCCC3)c2cc1C	25*	3	2	1	2	-1	6	-8	3
O=C(NCCc1cnc[nH]1)c1ccc(-c2ccccc2)cc1	-1	1	3	-1	-1	1	4	3	3
Cc1cccc2nc(-c3cccnc3)c(Nc3ccccc3)n12	-1	4	3	2	-2	-4	5	0	2
COc1ccc(N(C(C)C(=O)N/N=C/c2ccc(OC(C)C)cc2)S(C)(=O)=O)cc1 (stereo not drawn)	4	0	-5	9	-2	-3	2	3	1

The closing 2 records of the section before come first, to join the parts:
SMILES	PAFAH1B2 FP inh	Fam108B inh	PME-1 primary	PAFAH1B3 inh	PAD4 FP inh	GSTO1 inh	pPAFAH FP inh	PAFAH2 inh	LYPLA1 inh
Cc1cccc2nc(-c3cccnc3)c(Nc3ccccc3)n12	-1	4	3	2	-2	-4	5	0	2
COc1ccc(N(C(C)C(=O)N/N=C/c2ccc(OC(C)C)cc2)S(C)(=O)=O)cc1 (stereo not drawn)	4	0	-5	9	-2	-3	2	3	1
Cc1ccc(-n2c(SCC(=O)N/N=C/c3ccccc3C(=O)O)nnc2-c2ccccc2)cc1	6	-4	-1	1	-3	0	4	1	2
O=C(COC(=O)[C@H](Cc1ccccc1)NC(=O)c1cccs1)NC1CC1	8	0	3	2	-3	3	-4	-3	4
COCCNC(=O)C(NC(=O)C1CCCCC1)C(C)C (stereo not drawn)	4	-1	-5	3	-2	4	0	2	2
O=C(CSc1nnc(CNC(=O)C23CC4CC(CC(C4)C2)C3)n1-c1ccc(F)cc1)Nc1ccccc1	2	5	-6	9	0	6	-3	-5	-6
COC(=O)c1ccccc1NC(=O)CCC(=O)N1CC(C)Oc2ccc(C)cc21 (stereo not drawn)	5	2	-2	7	5	-1	5	-8	-2
O=C(CN1C(=O)/C(=C\c2ccc(F)cc2)Oc2ccccc21)N1CCN(c2ccccn2)CC1	4	5	-4	4	-3	2	-8	4	0
O=C(Cc1ccc(Cl)cc1)Nc1ccccc1C(=O)N1CCCC1	10	-6	2	1	-4	-1	-4	-4	-2
NC(=O)C1Cc2ccccc2CN1C(=O)c1cccc(Oc2ccccc2)c1 (stereo not drawn)	8	3	5	9	-4	3	3	-4	0
Cc1nn(C)cc1C(=O)NNC(=S)Nc1ccccc1	3	2	-3	-9	-3	-6	7	-9	1
CCOC(=O)[C@H]1[C@H]2COc3ccccc3[C@@H]2N2C(=O)CN(Cc3ccccc3)C(=O)[C@@]12C	-3	/	/	1	1	/	2	3	/
CC(NCCc1ccc(S(N)(=O)=O)cc1)C(=O)NCc1ccccc1 (stereo not drawn)	3	-1	1	10	-12	-3	3	1	2
CC(=O)N1CCOc2ccc(S(=O)(=O)N3CC(C)CC(C)C3)cc21 (stereo not drawn)	7	-4	-1	3	2	-1	1	9	-2
CCOc1ccccc1NC(=O)C(=O)CC(=O)c1cccc(OC)c1	4	6	0	0	-1	-7	2	5	2
Cc1nnc(NC(=O)c2cccc(S(=O)(=O)N3CCOCC3)c2)s1	0	3	6	1	-1	-3	-7	1	-1
Cc1ccccc1NC(=O)C1C2CC/C=C\CCC21 (stereo not drawn)	-4	-2	2	-2	-2	-5	1	3	-3
CC(=O)Nn1cnc2c(c1=O)C1(CCCC1)Cc1ccccc1-2	25*	1	-4	16	0	-1	7	-1	-3
Cc1nc(C)c(C(=O)N2CCCC(CCC(=O)NCc3ccc(F)c(F)c3)C2)s1 (stereo not drawn)	4	-7	7	4	0	4	-1	3	5
Cn1c(=O)c2c(nc(N3CCCC3)n2CC(O)CO)n(C)c1=O (stereo not drawn)	1	2	6	3	0	-4	-3	-2	-2
Cc1cc(C(F)(F)F)nn1Cc1n[nH]c(=S)n1-c1ccc(F)cc1	5	-3	0	13	1	2	3	6	2
CCCC1=NN(C(=O)Cc2ccc([N+](=O)[O-])cc2)C(O)(C(F)(F)F)C1 (stereo not drawn)	5	0	0	11	1	3	4	7	-1
CCc1nc2sc3c(c2c(=O)n1N)CCC3	-3	3	-10	4	0	3	-6	4	2
CCOC(=O)CC(=O)Nc1ccc(C)cc1	2	-2	4	9	3	0	1	-1	-1
Cc1ccc(CN2CCN(/N=C/c3cccs3)CC2)cc1	4	2	-5	10	2	3	-2	13	-2
Cc1cc(C)c(/C=N/NC(=O)c2nnn(-c3nonc3N)c2COc2ccc(F)cc2)c(C)c1	/	-40	-45	/	2	-10	-8	/	-24
CC(C)(C)OC(=O)N1CCC(C(=O)Nc2ccc3c(c2)CCC3)CC1	2	/	-2	5	-1	/	1	1	2
CCN(CC)CCNC(C(=O)Nc1cc(C(F)(F)F)ccc1Cl)c1ccccc1 (stereo not drawn)	3	5	2	7	-2	1	4	3	2
Cc1ccc(/C=N\NC(=O)C2COc3cc4ccccc4cc3O2)o1 (stereo not drawn)	0	8	-2	-1	-2	9	-6	4	-5
COc1ccc(-c2sc3ccc(OC)cc3c2C#Cc2cncn2C)cc1	2	/	/	8	4	/	18	-13	/
O=C(Nc1ccc(NC(=O)C2CC2)nc1)c1ccccn1	5	0	-9	9	1	1	1	-4	-4
Cc1cccc(-c2cc3nc(C)cc(N4CC(C)CC(C)C4)n3n2)c1 (stereo not drawn)	-1	6	-2	9	-3	-6	-1	0	-2
Cc1cc(C)c2nc(N(CCN(C)C)C(=O)c3ccc4ccccc4c3)sc2c1	-3	4	-2	2	-4	10	0	0	-5
C1CCCCCC(NCCN2CCNCC2)CCCCC1	1	0	-5	1	-1	1	-4	-5	-1
O=C(Nc1ccc(Br)cn1)c1ccc(Cl)s1	3	-3	-10	8	0	4	1	0	4
Brc1ccc(-c2csc(N3CCC(c4ccccc4)C3)n2)cc1 (stereo not drawn)	1	-4	0	8	-3	0	3	1	-1
Cc1ccc(OCCC(=O)OCC(=O)Nc2ccc(N3CCOCC3)cc2)cc1	9	0	-4	8	1	-8	20	3	0
c1ccc2c3c([nH]c2c1)-c1[nH]ncc1CC3	13	5	11	14	7	74*	10	-5	-1
COc1ccc(NC(=O)CN(C)C(=O)c2oc3ccccc3c2C)cc1	8	-7	5	2	-7	2	3	-1	-1
COc1ccc(N(C(=O)c2snc(C(N)=O)c2N)C(C(=O)NC2CCCC2)c2cc(OC)ccc2OC)cc1 (stereo not drawn)	-5	-2	-4	-1	2	-2	6	1	-5
CN1C(=O)CSc2ccc(NC(=O)Nc3ccccn3)cc21	-2	0	4	-7	-5	-4	7	-8	-3
Cc1cccc(C)c1NC(=O)CNC(=O)C(C)N1CCCCC1 (stereo not drawn)	-2	/	-5	8	-1	/	0	1	4
Cc1cccc(C)c1NC(=O)CN(C)C(=O)c1cc(S(=O)(=O)N(C)C)ccc1N1CCCC1	-3	-4	-2	7	-2	7	35*	2	2
Cc1nn(CC(=O)NNC(=O)c2cccc(Br)c2)c(C)c1[N+](=O)[O-]	-1	3	4	5	-2	-6	-1	-3	-2
COc1ccccc1Cc1nc2ccccc2n1S(=O)(=O)c1ccc(Cl)cc1	0	-6	-3	11	2	4	-2	0	-2
Cn1cc(S(=O)(=O)NCc2ccc(F)cc2)c(=O)n(C)c1=O	10	0	7	5	3	-1	-3	1	2
O=C1CC(c2cccs2)c2cc3c(cc2N1)OCO3 (stereo not drawn)	4	0	7	5	2	-7	12	2	2
O=C(CSc1nnc(-c2ccncc2)o1)NC1CCCCC1	4	-3	0	10	-6	-3	-13	1	1
COc1ccc(-c2n(Cc3ccccc3)c3ccccc3[n+]2Cc2ccccc2)cc1	0	-1	3	2	2	-5	7	-3	-1
O=C(Nc1ccccc1F)C1C2C=CC3(O2)C1C(=O)N(c1cccnc1)C3C(=O)NC1CCCCC1 (stereo not drawn)	1	9	-9	4	1	-3	0	-2	1
Cc1ccc(SCC(=O)NC2CCS(=O)(=O)C2)cc1C (stereo not drawn)	-5	/	2	1	4	/	0	4	-1
COc1cc(OC)cc(C(=O)NC2CCN(CCCOc3ccccc3)CC2)c1	-3	2	-4	8	-2	0	1	3	-2
CNC(=O)Cc1nc2ccccc2n1CC(=O)Nc1cc(C)cc(C)c1	3	-2	-1	10	-2	1	-3	1	-1
CSCCC(NS(=O)(=O)c1ccc(C)cc1)C(=O)N1CCCC1 (stereo not drawn)	10	-2	1	0	-5	0	-3	13	2
COc1ccc(S(=O)(=O)Nc2ccc(Oc3ccsc3C(=O)O)cc2)cc1	14	-5	1	8	0	35*	5	0	-1
CC1=C(N2CCOCC2)CCC1=O	1	-2	1	9	-3	2	5	1	-1
NCCc1nnc(SCc2ccccc2)o1	1	0	4	7	-2	4	7	-3	1
CSc1ccc(CN(C)C(C)C(=O)NCC2CCCCC2)cc1 (stereo not drawn)	3	-1	1	-1	1	1	4	-1	2
CC(CN1CCOCC1)OC(=O)c1cccc(Cl)c1 (stereo not drawn)	1	4	-2	5	2	3	1	4	2
CCCCNS(=O)(=O)c1ccc2nc(-c3cccnc3)cc(C(=O)NCCOC)c2c1	-1	-2	0	6	-5	-12	1	-2	-4
O=C(Nc1nc(-c2ccco2)cs1)c1ccccc1	-5	0	-1	3	-15	8	19	-7	-14
CCOc1ccc(C(C)NC(=O)c2cccc(F)c2)cc1 (stereo not drawn)	5	-6	-10	-2	-11	9	-5	-6	-6
Cc1ccc(C(=O)NS(=O)(=O)c2ccc(N=NN(C)C)cc2)cc1	3	0	1	6	-4	-9	9	4	-1
COc1ccccc1N1CCN(/N=C(\C)c2ccccc2O)CC1	-1	1	-2	-1	0	-6	-6	2	0
CCN(c1ccccc1)c1nc2ccsc2c(=O)s1	0	3	0	-1	-1	-1	11	9	0

High-throughput results as filed in PubChem.
